Tcruzi prolif – T. cruzi proliferation inhibition; T. cruzi beta-gal in NIH3T3, GalScreen luminescence, 90 h; inhibition, % at 8.34 µM; 5.9% of 77,000 active; AID 624255;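 active = mean inhibition above about 93%, with at least 55% of replicates each passing it, limit read from the data, passing the limit was not always enough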
C diff HTS – inhibitors of Clostridium difficile growth | growth activity, negative = inhibition, % at 16 µg/mL (by protocol) | 0.25% of 86,000 active | Clostridium difficile clinical isolate growth, OD600, 24 h; stronger effect = lower value | AID 1259249;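 active = mean growth activity at or below -80% and every replicate also at or below -80%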;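 note: 0% = DMSO wells and -100% = levofloxacin 16 µg/mL wells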
GASC1 inh – KDM4C (human) demethylase inhibition; 0.15% of 96,000 active; GST-KDM4C 2-372, H3K9me3 peptide, LANCE TR-FRET; inhibition, % at 12.5 µM; Q9H3R0;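 active = mean replicate inhibition above about 25%, with at least 55% of replicates also reaching it, limit read from the data, passing the limit was not always enough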
Target sequence (Q9H3R0 2-372 limits assumed): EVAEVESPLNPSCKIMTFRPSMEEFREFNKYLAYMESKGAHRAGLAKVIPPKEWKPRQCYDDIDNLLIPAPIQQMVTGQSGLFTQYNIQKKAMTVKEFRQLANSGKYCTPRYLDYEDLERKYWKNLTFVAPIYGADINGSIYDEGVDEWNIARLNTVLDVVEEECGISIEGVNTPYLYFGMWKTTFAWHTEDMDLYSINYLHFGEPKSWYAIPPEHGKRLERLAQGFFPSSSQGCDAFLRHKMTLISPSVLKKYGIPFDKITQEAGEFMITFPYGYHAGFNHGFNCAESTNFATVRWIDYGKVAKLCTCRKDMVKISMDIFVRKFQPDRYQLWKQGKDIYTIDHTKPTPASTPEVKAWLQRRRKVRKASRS
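Material: N-terminal GST-fused human GASC-1 (KDM4C) fragment, residues 2-372. Input: 10 nM enzyme. Incubation: enzyme reaction 30 min, then detection 60 min, both room temperature. Doses: one test concentration per compound. Read-out basis: inhibition from TR-FRET ratio decrease. Detection: LANCE TR-FRET, excitation 340 nm, emissions 618 and 671 nm.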
Pf Dd2 inh – P. falciparum Dd2 growth inhibition. SYBR Green, 72 h; stronger effect = lower value. activity change, % at 10 µM. 2.3% of 94,000 active. AID 1159554; in the data active = activity change below about -80%
Active calls of the source: *; x = no result given; & = joins results of further samples. An excerpt; the hit share may differ from the screen's.

1	COc1cccc(-c2ccc([C@@H]3[C@@H](CO)N4CCCCN(C(=O)Cc5ccncc5)C[C@H]34)cc2)c1
2	COc1cccc(-c2ccc([C@H]3[C@H]4CN(C(=O)Cc5ccncc5)CCCCN4[C@H]3CO)cc2)c1
3	COc1ccc(OC(=O)N(C)C[C@H]2OCc3ccccc3-c3c(n(C)c4ccccc34)C(=O)N([C@@H](C)CO)C[C@@H]2C)cc1
4	O=C(O)[C@H]1[C@H](CO)[C@H]2Cn3c(ccc(-c4ccc(F)cc4)c3=O)[C@@H]1N2CC1CCCC1
5	N#Cc1cccc(-c2ccc([C@H]3[C@H](CO)N4CCCCN(C(=O)Cc5cccnc5)C[C@@H]34)cc2)c1
6	COC(=O)[C@@H]1[C@@H](CO)[C@@H]2Cn3c(ccc(-c4ccccc4F)c3=O)[C@H]1N2C(=O)C1CCC1

entry no.,1,2,3,4,5,6
Tcruzi prolif,114.3*,80.9,x,x,108.7*,61.7
C diff HTS,-7.4,-2.1,4.8,-0.3,0.1,-2.3
GASC1 inh,-0.3,-0.4,-1.8,-1.7,-1.8,0.4
Pf Dd2 inh,-30.9,-38.8,-74.5,-57.4,-7.3,9.0

7	COC(=O)[C@@H]1[C@@H](CO)[C@@H]2Cn3c(ccc(C4=CCCCC4)c3=O)[C@H]1N2Cc1ccccn1
8	CCN1[C@@H]2c3ccc(-c4cccc(C(=O)N(C)C)c4)c(=O)n3C[C@H]1[C@H](CO)[C@H]2C(=O)OC
9	O=C(Cc1ccccn1)N1CCCCN2[C@@H](CO)[C@@H](c3ccc(-c4ccccc4F)cc3)[C@@H]2C1
10	CN(C)C(=O)[C@H]1[C@H](CO)[C@H]2Cn3c(cccc3=O)[C@@H]1N2CC1CC1
11	Cc1cccc(S(=O)(=O)N2[C@@H]3c4ccc(-c5ccncc5)c(=O)n4C[C@H]2[C@H](CO)[C@H]3C(=O)O)c1
12	COC(=O)[C@H]1[C@H](CO)[C@H]2Cn3c(ccc(-c4ccccc4)c3=O)[C@@H]1N2S(=O)(=O)c1ccccc1C

entry no.,7,8,9,10,11,12
Tcruzi prolif,94.6,-3.9,92.1,81.7,56.1,2.1
C diff HTS,2.1,-3.7,-9.8,-3.5,-0.2,1.5
GASC1 inh,0.5,0.4,-1.5,-0.4,0.1,-1.9
Pf Dd2 inh,10.3,10.2,-16.3,7.4,7.0,14.3

13	COC(=O)[C@H]1[C@H](CO)[C@H]2Cn3c(ccc(-c4cccc(C(=O)N(C)C)c4)c3=O)[C@@H]1N2CC1CC1
14	O=C(Cc1ccccc1)N1CCCCN2[C@H](CO)[C@@H](c3ccc(C#CC4(O)CCCC4)cc3)[C@H]2C1
15	O=C(O)[C@H]1[C@H](CO)[C@H]2Cn3c(ccc(-c4ccccc4F)c3=O)[C@@H]1N2C(=O)c1cccnc1
16	CCCNC(=O)[C@@H]1[C@@H](CO)[C@@H]2Cn3c(cccc3=O)[C@@H]2N1C
17	C/C=C/c1ccc([C@H]2[C@@H](CO)N3CCCCN(C(=O)Cc4cccnc4)C[C@@H]23)cc1
18	O=C(Cc1ccccn1)N1CCCCN2[C@H](C1)[C@@H](c1ccc(-c3ccccc3)cc1)[C@@H]2CO

entry no.,13,14,15,16,17,18
Tcruzi prolif,x,88.3,30.0,16.9,50.0,72.6
C diff HTS,-2.4,-0.4,4.3,-4.2,-4.0,-9.2
GASC1 inh,-2.1,-0.5,1.5,3.9,-0.8,0.4
Pf Dd2 inh,20.1,-2.7,x,x,26.9,6.6

19	O=C(Cc1ccncc1)N1CCCCN2[C@@H](CO)[C@H](c3ccc(C#Cc4ccccc4F)cc3)[C@@H]2C1
20	COc1ccc(-c2ccc([C@@H]3[C@H](CO)N4CCCCN(C(=O)Cc5ccccc5)C[C@@H]34)cc2)cc1
21	COc1ccc(-c2ccc([C@H]3[C@H]4CN(C(=O)Cc5ccccc5)CCCCN4[C@H]3CO)cc2)cc1
22	COc1ccc(C#Cc2ccc([C@H]3[C@H](CO)N4CCCCN(C(=O)Cc5ccccc5)C[C@@H]34)cc2)cc1
23	COC(=O)[C@H]1[C@H](CO)[C@H]2Cn3c(ccc(-c4cccc(F)c4)c3=O)[C@@H]1N2C(=O)CC1CC1
24	COC(=O)[C@@H]1[C@@H](CO)[C@@H]2Cn3c(ccc(C4=CCCCC4)c3=O)[C@H]1N2Cc1cccnc1

entry no.,19,20,21,22,23,24
Tcruzi prolif,112.5*,98.7*,73.8,109.4*,4.0,19.0
C diff HTS,-6.6,4.0,5.8,12.0,-9.8,-0.3
GASC1 inh,-0.3,-1.8,-0.6,-1.4,-1.3,0.6
Pf Dd2 inh,-42.1,-30.4,-41.2,-66.3,x,-4.6

25	CCN1[C@@H]2c3ccc(-c4cccc(OC)c4)c(=O)n3C[C@H]1[C@H](CO)[C@H]2C(=O)OC
26	COC(=O)C[C@@H]1CC[C@H]2NC[C@H](O)COC[C@@H]2O1
27	O=C(Cc1ccccc1)N1CCCCN2[C@H](C1)[C@H](c1ccc(-c3ccccc3)cc1)[C@@H]2CO
28	COC(=O)[C@H]1[C@H](CO)[C@H]2Cn3c(ccc(C4=CCCCC4)c3=O)[C@@H]1N2CC1CCCCC1
29	COC(=O)[C@@H]1[C@@H](CO)[C@@H]2Cn3c(cccc3=O)[C@H]1N2C(=O)C1CCCC1
30	COC(=O)[C@H]1[C@H](CO)[C@H]2Cn3c(ccc(-c4ccccc4F)c3=O)[C@@H]1N2C(=O)C1CCC1

entry no.,25,26,27,28,29,30
Tcruzi prolif,11.3,70.1,40.5,x,43.2,44.2
C diff HTS,-1.0,0.2&-3.6,50.0,2.2,0.7,-6.9
GASC1 inh,-1.6,-0.2,-1.1,2.5,0.3,0.4
Pf Dd2 inh,5.9,13.5,5.7,-25.0,-0.1,3.6

31	O=C(Cc1cccnc1)N1CCCCN2[C@H](C1)[C@H](c1ccc(C#CC3CCCC3)cc1)[C@@H]2CO
32	CC=Cc1ccc2n(c1=O)C[C@H]1[C@H](CO)[C@@H](C(=O)OC)[C@@H]2N1CC1CCOCC1 (mixture of isomers)
33	O=C(O)[C@H]1[C@H](CO)[C@H]2Cn3c(ccc(-c4ccccc4)c3=O)[C@@H]1N2S(=O)(=O)c1ccccc1F
34	CC(=O)N1[C@@H]2c3ccc(-c4cccc(C(=O)N(C)C)c4)c(=O)n3C[C@H]1[C@H](CO)[C@H]2C(=O)O
35	CCCN1[C@@H]2Cn3c(ccc(-c4cccc(OC)c4)c3=O)[C@H]1[C@@H](C(=O)OC)[C@@H]2CO
36	COC(=O)[C@H]1[C@H](CO)[C@H]2Cn3c(cccc3=O)[C@H]2N1CC1CC1

entry no.,31,32,33,34,35,36
Tcruzi prolif,103.7*,-70.4,8.6,x,x,74.1
C diff HTS,-0.6,-5.4,-3.6,7.3,1.6,0.0
GASC1 inh,-1.0,0.3,-0.6,-0.5,-0.1,1.9
Pf Dd2 inh,4.5,x,6.1,40.9,3.9,15.6

37	COC(=O)[C@@H]1[C@@H](CO)[C@@H]2Cn3c(ccc(C4=CCCC4)c3=O)[C@H]1N2S(=O)(=O)c1cn(C)cn1
38	COc1ccc(C#Cc2ccc([C@@H]3[C@H](CO)N4CCCCN(C(=O)Cc5ccccc5)C[C@@H]34)cc2)cc1
39	O=C(O)[C@H]1[C@H](CO)[C@H]2Cn3c(ccc(C4=CCCC4)c3=O)[C@@H]1N2C(=O)Cc1ccccn1
40	COc1ccc(C#Cc2ccc([C@H]3[C@@H](CO)N4CCCCN(C(=O)Cc5cccnc5)C[C@@H]34)cc2)cc1
41	C[C@@H]1CN([C@@H](C)CO)C(=O)CCCn2nncc2CO[C@@H]1CN(C)C(=O)Oc1ccc2ccccc2c1

entry no.,37,38,39,40,41
Tcruzi prolif,9.4,112.1*,65.4,124.5*,7.4&13.9
C diff HTS,-0.2,8.7,-4.5,-13.5,-1.4
GASC1 inh,1.4,-1.3,2.7,0.2,-0.1
Pf Dd2 inh,11.0,-77.3,6.4,-6.5,4.0&-14.9

Filtered by structure: the entries above containing a halogen.
4	O=C(O)[C@H]1[C@H](CO)[C@H]2Cn3c(ccc(-c4ccc(F)cc4)c3=O)[C@@H]1N2CC1CCCC1
6	COC(=O)[C@@H]1[C@@H](CO)[C@@H]2Cn3c(ccc(-c4ccccc4F)c3=O)[C@H]1N2C(=O)C1CCC1
9	O=C(Cc1ccccn1)N1CCCCN2[C@@H](CO)[C@@H](c3ccc(-c4ccccc4F)cc3)[C@@H]2C1
15	O=C(O)[C@H]1[C@H](CO)[C@H]2Cn3c(ccc(-c4ccccc4F)c3=O)[C@@H]1N2C(=O)c1cccnc1
19	O=C(Cc1ccncc1)N1CCCCN2[C@@H](CO)[C@H](c3ccc(C#Cc4ccccc4F)cc3)[C@@H]2C1
23	COC(=O)[C@H]1[C@H](CO)[C@H]2Cn3c(ccc(-c4cccc(F)c4)c3=O)[C@@H]1N2C(=O)CC1CC1
30	COC(=O)[C@H]1[C@H](CO)[C@H]2Cn3c(ccc(-c4ccccc4F)c3=O)[C@@H]1N2C(=O)C1CCC1
33	O=C(O)[C@H]1[C@H](CO)[C@H]2Cn3c(ccc(-c4ccccc4)c3=O)[C@@H]1N2S(=O)(=O)c1ccccc1F

entry no.,4,6,9,15,19,23,30,33
Tcruzi prolif,x,61.7,92.1,30.0,112.5*,4.0,44.2,8.6
C diff HTS,-0.3,-2.3,-9.8,4.3,-6.6,-9.8,-6.9,-3.6
GASC1 inh,-1.7,0.4,-1.5,1.5,-0.3,-1.3,0.4,-0.6
Pf Dd2 inh,-57.4,9.0,-16.3,x,-42.1,x,3.6,6.1
